# Assay outcomes (PubChem)
# NPR1 activator = GC-A (human) enzyme activation | HEK293 GC-A cells, cGMP TR-FRET, EC30 ANP; 0% at EC30 ANP, 100% saturating ANP | activation, % at 10 µM | 370,000 tested, 0.14% active | AID 1671463 | P16066; in the data active = activation above about 40%
# Target sequence (P16066 whole entry, looked up): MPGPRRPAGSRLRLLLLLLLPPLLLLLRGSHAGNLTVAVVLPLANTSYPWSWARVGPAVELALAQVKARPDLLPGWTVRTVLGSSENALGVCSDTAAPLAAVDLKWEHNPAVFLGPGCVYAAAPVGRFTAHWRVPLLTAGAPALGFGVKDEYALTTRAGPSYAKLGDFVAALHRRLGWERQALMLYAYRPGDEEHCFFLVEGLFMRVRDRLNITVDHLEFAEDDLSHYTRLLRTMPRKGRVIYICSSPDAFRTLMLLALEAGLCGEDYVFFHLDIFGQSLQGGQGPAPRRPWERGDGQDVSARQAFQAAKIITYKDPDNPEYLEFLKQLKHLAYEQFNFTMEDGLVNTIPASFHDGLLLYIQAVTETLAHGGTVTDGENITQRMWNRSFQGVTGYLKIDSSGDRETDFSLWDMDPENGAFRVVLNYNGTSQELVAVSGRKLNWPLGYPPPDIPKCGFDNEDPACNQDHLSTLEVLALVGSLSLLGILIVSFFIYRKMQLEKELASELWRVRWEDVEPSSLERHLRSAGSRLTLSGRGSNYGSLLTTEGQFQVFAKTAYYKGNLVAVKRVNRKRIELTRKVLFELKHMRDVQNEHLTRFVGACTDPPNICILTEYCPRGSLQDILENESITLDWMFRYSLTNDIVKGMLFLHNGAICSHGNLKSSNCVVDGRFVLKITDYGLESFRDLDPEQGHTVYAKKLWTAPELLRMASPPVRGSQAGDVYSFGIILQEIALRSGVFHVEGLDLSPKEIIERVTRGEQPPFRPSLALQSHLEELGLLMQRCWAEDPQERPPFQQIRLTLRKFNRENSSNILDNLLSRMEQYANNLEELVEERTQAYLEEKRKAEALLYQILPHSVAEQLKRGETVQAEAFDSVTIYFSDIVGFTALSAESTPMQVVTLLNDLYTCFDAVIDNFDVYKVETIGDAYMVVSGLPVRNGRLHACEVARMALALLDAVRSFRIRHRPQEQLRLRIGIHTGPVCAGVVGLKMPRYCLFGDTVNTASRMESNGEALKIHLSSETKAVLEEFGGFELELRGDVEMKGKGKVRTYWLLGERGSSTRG
# HGIII-sPLA2 inh = Blocks human group III sPLA2 activity; Q9NZ20; QFRET BODIPY PC-A2 liposome hydrolysis, fluorescence; inhibition, % at 12.2 µM; 370,000 tested, 0.56% active; AID 743126;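 active = inhibition above mean plus 3 SD of compounds lying within the high and low control bounds, cut at about 19% in these data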;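 note: 0% = median of test compound wells and 100% = no enzyme DMSO wells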
# DAX1 inh-1 = NR0B1 (DAX1) inhibition; P51843; HEK293 Gal4-DAX1 luciferase reporter, luminescence; inhibition, % at 6.75 µM; 340,000 tested, 0.99% active; AID 504766;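 active = inhibition above the mean over all tested compounds plus 3 SD, cut at about 4.2% in these data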;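 note: 0% = DAX1-transfected cells with DMSO and 100% = empty-vector control cells with DMSO; inhibition shows as a rise in luminescence from relieved DAX1 repression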
# ADAM10 inh = ADAM10 inhibition, QFRET primary screen. 370,000 tested, 0.62% active. inhibition, % at 7 µM. O14672. recombinant ADAM10, EDANS/DABCYL FRET peptide cleavage, 3 h. AID 720582;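 active = inhibition above a per-campaign cutoff equal to the mean of compounds falling between control-based bounds plus 3 SD, cut at about 20% in these data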;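 note: 0% = DMSO wells while the 100% control is not disclosed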
# DAX1 inh-2 = DAX1 (NR0B1) inhibition, primary screen. HEK293T StAR-luciferase reporter, SF-1/DAX-1 repression relief. inhibition, % at 6.8 µM. 370,000 tested, 1.1% active. AID 652010;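 active = inhibition above the mean over all tested compounds plus 3 SD, cut at about 3.6% in these data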;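 note: 0% = DAX-1 cells with DMSO and 100% = cells lacking DAX-1 with DMSO; higher inhibition means more luminescence from relief of DAX-1 repression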
# SMARCA2 act = activators of SMARCA2 function. MG213 cells, MMTV-luciferase reporter, dexamethasone, overnight. 370,000 tested, 1% active. activation, % at 9.1 µM; in the data active = activation above about 7.8%;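 note: 0% = vehicle wells and 100% = reference activator wells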
# ssDAF12 agonist = activators of S. stercoralis DAF-12 nuclear receptor. HEK293 ssDAF-12/GRIP1 lit1-tk-luc reporter, luminescence; % of 3 µM dafachronic acid response. activation, % at 6.8 µM. 370,000 tested, 1% active;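 active = activation above the mean over all tested compounds plus 3 SD, cut at about 0.9% in these data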;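 note: 0% = DMSO-only wells and 100% = 3 µM delta7-dafachronic acid wells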
# GAA850 FXN act = increases GAA850 frataxin promoter reporter activity; HEK293 lucGAA850 FXN promoter luciferase reporter, 24 h; percent of 10 µM SAHA response; activation, % at 6 µM; 360,000 tested, 0.56% active; AID 540364;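 active = activation above the average of all compounds screened plus 3 SD, cutoff fixed separately per campaign, cut at about 7.5% in these data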;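 note: 0% = DMSO wells and 100% = 10 µM SAHA wells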
# hgDAF-12 ag = agonists of H. glycines DAF-12 nuclear receptor; activation, % at 6.8 µM; 370,000 tested, 1.8% active; HEK293 GAL4-hgDAF12 UAS-luciferase reporter, agonist luminescence; normalized to butyrate control; AID 687014;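 active = activation above a cutoff set at the mean of all screened compounds plus 3 SD, cut at about 10% in these data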;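 note: 0% = DMSO wells and 100% = sodium butyrate wells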
# hcDAF12 agonist = H. contortus DAF-12 activation, primary screen. HEK293 hcDAF-12 lit1-tk-luc reporter, luminescence; 0% DMSO, 100% Δ7-dafachronic acid. activation, % at 6.8 µM. 370,000 tested, 1.4% active;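 active = activation above the mean of all tested compounds plus 3 SD, cut at about 5.5% in these data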;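 note: 100% = response to 3 µM Δ7-dafachronic acid high control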
# GC-B act = GC-B (human) receptor activation. HEK293-GC-B cells, CNP EC30, cGMP TR-FRET; 0% at EC30 CNP, 100% saturating CNP. 370,000 tested, 0.11% active. activation, % at 10 µM. AID 1920062. P20594;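 active = activation at 10 µM reaching about 35% in either raw or pattern-adjusted values, limit read from the data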
# The depositor's hits bear a star; i = inactive; . = no result given.
no.	compound	NPR1 activator	HGIII-sPLA2 inh	DAX1 inh-1	ADAM10 inh	DAX1 inh-2	SMARCA2 act
1	O=C(CSc1nnc(Nc2ccccc2)s1)Nc1ccc(S(=O)(=O)N2CCOCC2)cc1	-4	-39	-1.3	4	-1.0	-1
2	O=C(O)c1cccc(Nc2nc3ccccc3nc2NS(=O)(=O)c2ccccc2)c1	0	-12	-1.1	-12	0.4	2
3	CO[C@H]1CN(C)C(=O)c2ccc(NS(=O)(=O)c3ccccc3F)cc2OC[C@H](C)NC[C@@H]1C	-1	10	.	-5	-0.2	-3
4	CCc1ccc(CN(C)C(=O)c2cc(COc3cncc(Cl)c3)on2)cc1	-1	-12	1.4	7	-0.9	-3
5	CCC1CCCCN1C(=O)CSc1nnc(CNC(=O)c2c(F)cccc2Cl)o1 (stereo not given)	0	2	-0.6	-2	-0.4	0
6	CCOc1ccc(NC(=O)c2cn(-c3ccc(OCC)cc3)c(=O)c3cc(OC)c(OC)cc23)cc1	19	-5	-1.7	-7	-0.9	-3
7	C/C(CC(=O)NCCCN1CCOCC1)=N\NC(=O)COc1cccc2ccccc12	-1	-13	-0.7	-3	-0.2	-3
8	COc1cccc(C2=NC(C)(C)NC(c3ccccc3O)C2)c1 (stereo not given)	-6	-1	2.3	-5	-0.2	6
9	Cc1ccc(CN2C(=O)CCSc3ccc(Cl)cc32)cc1	-14	9	1.6	12	-0.1	-2
10	O=C(COC(=O)C12CC3CC(CC(C3)C1)C2)Nc1nc2c(F)c(F)c(F)cc2s1	6	0	-0.6	2	0.1	4
11	COc1ccc(COCC(O)CN2CCC(C(N)=O)CC2)cc1OC (stereo not given)	1	-2	2.8	2	-0.2	-2
12	Cc1cc(=O)oc2cc(OCC(=O)N3c4ccccc4CC3C)ccc12 (stereo not given)	-6	7	0.8	-96	0.0	1

no.	ssDAF12 agonist	GAA850 FXN act	hgDAF-12 ag	hcDAF12 agonist	GC-B act
1	-1.0	1.4	-2.5	-0.8	-6
2	-1.0	0.8	2.5	-0.8	5
3	-1.0	.	-1.1	-0.1	-1
4	-1.1	2.9	0.4	-1.4	-2
5	-1.3	0.1	0.4	-0.5	0
6	-0.7	-2.5	-2.3	-2.3	29
7	-1.4	-3.4	-4.2	2.4	0
8	-0.4	0.6	4.2	3.2	-3
9	-1.4	0.9	-0.6	0.0	-15
10	0.0	3.6	-1.8	0.0	5
11	-1.3	0.2	0.0	-1.1	1
12	-0.6	-3.1	-3.4	0.6	-7

# Profiles, quoted from the list:
# `O=C(CSc1nnc(Nc2ccccc2)s1)Nc1ccc(S(=O)(=O)N2CCOCC2)cc1` in the list: NPR1 activator: -4; HGIII-sPLA2 inh: -39; DAX1 inh-1: -1.3; ADAM10 inh: 4; DAX1 inh-2: -1.0; SMARCA2 act: -1; ssDAF12 agonist: -1.0; GAA850 FXN act: 1.4; hgDAF-12 ag: -2.5; hcDAF12 agonist: -0.8; GC-B act: -6
# `C/C(CC(=O)NCCCN1CCOCC1)=N\NC(=O)COc1cccc2ccccc12` in the list: NPR1 activator: -1; HGIII-sPLA2 inh: -13; DAX1 inh-1: -0.7; ADAM10 inh: -3; DAX1 inh-2: -0.2; SMARCA2 act: -3; ssDAF12 agonist: -1.4; GAA850 FXN act: -3.4; hgDAF-12 ag: -4.2; hcDAF12 agonist: 2.4; GC-B act: 0

# Additional records
no.	compound	NPR1 activator	HGIII-sPLA2 inh	DAX1 inh-1	ADAM10 inh	DAX1 inh-2	SMARCA2 act
13	CCCCc1ccc(NC(=S)NCc2ccc(OC)cc2)cc1	4	-13	-0.9	5	-0.8	-2
14	CCOC(=O)c1ccc(N2C(=O)c3n[nH]c(C)c3C2c2ccc(OC)c(OC)c2)cc1 (stereo not given)	0	-20	1.2	-10	-0.7	-5
15	COc1ccc(CCN(C)C(=O)c2cccc(S(=O)(=O)N3CCN(c4ccc(F)cc4)CC3)c2)cc1OC	-2	5	-1.9	-9	-7.7	-5
16	Cc1ccccc1C(=O)N(C)[C@H]1C[C@H]2c3[nH]c4ccccc4c3CCN2C(=O)[C@H]1[C@H](C)O	3	-14	2.8	i	0.2	-4
17	CCc1ccc(NC(=O)CCc2nc3sc4c(c3c(=O)[nH]2)CCCC4)cc1	-2	0	-0.2	-5	0.0	4
18	CCCn1c(CN2CCN(C(=O)OCC)CC2)nc2cc(NC(=O)CC)ccc21	6	-2	-1.4	5	-0.2	-3
19	CC(C)COc1ccc2[nH]c3c(c2c1)CCCC3=O	11	0	0.7	-16	1.3	1
20	C=CCN1C(=O)[C@H](CC(=O)NCCCCc2ccccc2)[C@@]2(C(=O)OCC)CCCC=C12	-3	-10	.	-1	-1.6	-2
21	COc1ccc(/C(C)=N/NC(=S)NCc2ccco2)cc1	-7	18	0.0	7	-0.7	-4
22	COc1ccc(S(=O)(=O)NCc2ccccc2)cc1	2	4	1.6	-5	0.6	-3
23	O=C(c1cc(-c2cccs2)nn1-c1ccccc1)N1CCN(S(=O)(=O)c2ccccc2)CC1	-7	9	-0.4	-8	-1.1	2
24	O=C(Nc1nnc2n1CCS2)c1ccco1	3	-1	0.1	-2	1.8	-1

no.	ssDAF12 agonist	GAA850 FXN act	hgDAF-12 ag	hcDAF12 agonist	GC-B act
13	-1.4	-0.7	-1.8	-2.0	5
14	-1.4	0.1	-2.5	-0.4	-5
15	-2.0	-3.4	-4.0	-4.3	4
16	0.2	-1.2	2.1	1.3	3
17	-0.9	2.1	1.2	-1.5	-4
18	-1.2	-3.0	0.3	-1.6	3
19	-1.0	5.2	-2.5	-0.9	6
20	-1.9	.	-1.8	-1.1	5
21	-0.5	2.1	1.9	-1.7	4
22	-1.4	-0.8	0.2	-0.9	-4
23	-0.5	-6.1	2.5	0.1	-1
24	-1.2	-0.5	0.1	0.3	-1

# (list continues)
no.	compound	NPR1 activator	HGIII-sPLA2 inh	DAX1 inh-1	ADAM10 inh	DAX1 inh-2	SMARCA2 act
25	COc1ccc(-c2nnc(SCC(=O)N/N=C/c3ccccc3C(=O)O)n2-c2ccc(Cl)cc2)cc1	3	-23	-1.4	6	0.0	-3
26	Cc1noc(C)c1NC(=O)N(C)C[C@H]1Oc2ccc(NC(=O)Cc3ccccc3)cc2C(=O)N([C@H](C)CO)C[C@@H]1C	-2	9	1.0	-4	0.1	1
27	Cc1ccc2c(c1)C(c1ccccc1)N(C(=O)c1ccccc1[N+](=O)[O-])CC(=O)N2 (stereo not given)	-12	-2	-2.1	3	-1.1	-2
28	COc1cc(OC)cc(C(=O)N[C@H](C(=O)OCC(=O)Nc2ccc(OC)c(OC)c2)C(C)C)c1	-6	-4	0.9	5	-0.2	0
29	Cc1ccc(C(=O)NNC(=O)C2CCN(c3nccc(C)n3)CC2)cc1	-1	3	-0.4	-48	0.4	-4
30	CCC12CN3CC(CC)(CN(C1)C3c1ccc(OC(C)C)cc1)C2=O (stereo not given)	6	-1	-0.8	7	-0.4	-2
31	Cc1ccc2oc(-c3ccc(NC(=O)c4ccncc4)cc3O)nc2c1	5	1	0.8	-6	1.2	4
32	O=C(Cc1ccc(Cl)cc1)Nc1ccc(SC(F)F)cc1	8	-18	0.8	19	1.4	0
33	O=C1CC(C(=O)O)c2ccccc2N1 (stereo not given)	2	3	1.1	8	0.6	1
34	Cc1ccc(C2CC(c3ccc(C)cc3)n3nc(N)nc3N2)cc1 (stereo not given)	2	7	0.6	-214	0.4	0
35	COc1cccc(C(C(=O)NC2CCCC2)N(CC2CCCO2)C(=O)Cc2cccs2)c1 (stereo not given)	-27	4	-0.6	9	-1.0	1
36	Cc1nnsc1C(=O)N/N=C/c1cccc(C(F)(F)F)c1	9	-5	0.0	5	-0.5	1

no.	ssDAF12 agonist	GAA850 FXN act	hgDAF-12 ag	hcDAF12 agonist	GC-B act
25	-0.6	-1.2	-2.5	0.0	3
26	-0.6	0.2	1.4	-0.7	3
27	-0.8	0.4	-1.1	1.6	-6
28	-1.4	0.1	0.8	-1.7	-4
29	-1.0	1.2	1.3	-1.6	3
30	-0.7	-3.0	1.8	-2.0	4
31	-0.3	5.4	12*	0.2	3
32	-0.4	7.0	11*	0.7	3
33	-0.8	-0.8	-0.2	3.8	3
34	-1.4	1.5	-1.0	-4.3	2
35	-0.5	0.6	2.1	-0.8	-14
36	-1.9	-2.0	-1.0	-0.5	-3

# (next part)
no.	compound	NPR1 activator	HGIII-sPLA2 inh	DAX1 inh-1	ADAM10 inh	DAX1 inh-2	SMARCA2 act
37	CC(=O)CCc1c(C)nc2ccc(C(=O)O)cc2c1Cl	-4	-1	1.8	-37	-0.2	-2
38	COc1ccc(C(=O)NCC(O)CN2CCOCC2)cc1[N+](=O)[O-] (stereo not given)	4	-4	0.4	3	-0.2	1
39	COc1ccc(C(=O)Nc2cccc(NC(=O)c3ccc(OC)c(OC)c3)n2)cc1OC	6	-4	-3.8	7	-1.0	3
40	Cc1ccccc1-c1nc(CN2CCC(C(=O)NCCCN3CCOCC3)CC2)c(C)o1	-2	6	3.0	-18	0.2	-1
41	COc1cc(C2N(c3ccc(Cl)cc3)C(=O)C3CCCN32)cc(OC)c1OC (stereo not given)	-7	-1	1.4	-6	1.1	3
42	COc1ccccc1N1CCN(C(=O)c2cc(C3CC3)on2)CC1	-2	-2	1.6	-4	0.6	1
43	O=C(C1CCCO1)N1CCN(c2c3c(nc4cc(-c5ccc(F)cc5)nn24)CCC3)CC1 (stereo not given)	0	-6	0.1	-16	-0.8	3
44	C[C@@H]1CN([C@H](C)CO)C(=O)CCCn2nncc2CO[C@@H]1CN(C)S(=O)(=O)c1ccc2ccccc2c1	2	-9	-0.4	0	-0.3	1
45	CC(=O)c1ccc(N2CCN(C(=S)Nc3ccccc3)CC2)cc1	0	13	-0.9	-27	-0.1	-3
46	O=C(N/N=C\c1ccccc1)c1ccccc1-n1cccc1	1	-5	1.8	-7	-0.6	3
47	Cc1[nH]c2ccc(C(=O)OCC(=O)Nc3cccc(S(N)(=O)=O)c3)cc2c1C	-6	-57	0.8	10	-1.3	-1
48	O=C(Oc1ccc(-c2cnc3ccccc3n2)cc1)c1ccco1	2	0	3.6	-19	3.0	5
49	Cc1cc(C)n(-c2nc3c(c(=O)[nH]c(=O)n3C)n2Cc2ccc(F)cc2)n1	1	0	0.1	-4	-1.0	3
50	C/C(=N\OCC(=O)O)c1ccc(Cl)cc1	1	2	3.5	3	-0.1	-2
51	CCCN(CCC)C(=O)C1CC(=O)OC12CCOC(C)(C)C2 (stereo not given)	3	1	0.1	-8	0.0	1

no.	ssDAF12 agonist	GAA850 FXN act	hgDAF-12 ag	hcDAF12 agonist	GC-B act
37	-1.6	1.5	3.9	-0.7	0
38	-1.7	1.8	-0.8	-0.7	6
39	-1.9	-6.2	-4.4	-3.2	7
40	-0.5	-0.4	2.0	0.5	6
41	-0.2	0.1	1.8	-0.9	-7
42	-0.4	0.7	-1.0	0.6	2
43	-0.4	1.9	3.0	2.7	-3
44	-1.3	-1.6	0.2	-2.1	-5
45	-0.6	1.6	-0.4	-1.9	5
46	1.2*	2.7	3.3	4.0	4
47	-1.4	1.3	0.8	1.9	-4
48	0.1	4.9	10	5.6*	0
49	-0.4	0.5	1.9	-0.9	3
50	-1.5	0.6	0.5	0.5	4
51	0.2	-2.6	2.4	1.1	2
